GDH-TPI inh: GDH-TPI coupled enzyme inhibition counter-screen. GDH-TPI coupled enzyme counterscreen, NADH absorbance. inhibition, % at 4.8 µM. 360,000 compounds, 1.2% hits. AID 588335; in the data active means inhibition above about 30%;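 further: 0% = DMSO wells and 100% = wells lacking the enzyme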
BioA inh: BioA (M. tuberculosis) enzyme inhibition; purified M. tuberculosis BioA enzyme, plate reader; inhibition, % at 9.99 µM; 360,000 compounds, 0.096% hits; AID 602481; in the data active means inhibition above about 40%; inconclusive means no clear call, values can overlap the other calls
TcdB inh: TcdB glycohydrolase inhibition. P18177. TcdB glycohydrolase enzymatic assay, plate reader. inhibition, % at 9.99 µM. 350,000 compounds, 0.24% hits; in the data active means inhibition above about 10%
BH1578 lux ind: inducers of Vibrio cholerae quorum light production without autoinducers. V. cholerae BH1578 lux reporter, luminescence, 6 h. activation, % at 18.7 µM. 350,000 compounds, 0.16% hits. AID 588436; in the data active means activation mostly above about 9.7%, no sharp cut-off; inconclusive means no clear call, values can overlap the other calls; inactive means mostly below about 3.7%; further: not every result past the cut was called active; inactives centre near 0; reference of the scale not given here
PfHsp40 rescue: compounds rescuing yeast from Plasmodium falciparum HSP40 toxicity | 340,000 compounds, 0.68% hits | AID 504582 | S. cerevisiae expressing PfHsp40, growth rescue, ATP luminescence | growth rescue, % at 12.5 µM; in the data active means growth rescue above about 28%, passing the limit was not always enough; inconclusive means no clear call, values can overlap the other calls;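 further: yeast W303a lacking pdr1 and pdr3 grown in galactose medium; growth measured after three days at 30 °C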
Y pestis TopoI: Y. pestis Topo-I inhibition via cleavage products; activity, % at 10 µM; 360,000 compounds, 0.064% hits; Y. pestis Topo-I cleavage product accumulation, plate reader; in the data active means activity above about 50%, passing the limit was not always enough; inconclusive means no clear call, values can overlap the other calls; further: inactives centre near 2
FBA Mtb inh: inhibits M. tuberculosis FBA enzyme; inhibition, % at 1 µM; P9WQA3; 360,000 compounds, 2.3% hits; AID 588726; purified M. tuberculosis FBA, fluorescence read-out; in the data active means inhibition above about 27%;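 further: 0% = vehicle and 100% = reference inhibitor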
Target sequence (P9WQA3 whole entry, looked up): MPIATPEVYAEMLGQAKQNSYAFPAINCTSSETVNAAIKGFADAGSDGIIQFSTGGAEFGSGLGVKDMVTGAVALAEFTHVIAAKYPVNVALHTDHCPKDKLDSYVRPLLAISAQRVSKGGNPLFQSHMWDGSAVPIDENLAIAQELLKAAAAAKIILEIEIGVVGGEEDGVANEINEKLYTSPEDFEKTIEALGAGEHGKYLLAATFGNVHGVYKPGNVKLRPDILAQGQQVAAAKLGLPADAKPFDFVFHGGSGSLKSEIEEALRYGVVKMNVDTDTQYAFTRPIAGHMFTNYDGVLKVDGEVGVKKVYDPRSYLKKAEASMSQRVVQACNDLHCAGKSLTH
FadD28 binding: M. tuberculosis FadD28 bisubstrate binding inhibition; FadD28 bisubstrate probe binding, fluorescence polarization; inhibition, % at 12.5 µM; 360,000 compounds, 0.22% hits; in the data active means inhibition above about 8.5%, passing the limit was not always enough; inconclusive means no clear call, values can overlap the other calls
Mtb UGM inh: blocks M. tuberculosis UGM enzyme | AID 504406 | purified UGM, fluorescence polarization probe displacement | P9WIQ1 | inhibition, % at 10 µM | 320,000 compounds, 0.06% hits; in the data active means inhibition above about 10%, passing the limit was not always enough; inconclusive means no clear call, values can overlap the other calls
Target sequence (P9WIQ1 whole entry, looked up): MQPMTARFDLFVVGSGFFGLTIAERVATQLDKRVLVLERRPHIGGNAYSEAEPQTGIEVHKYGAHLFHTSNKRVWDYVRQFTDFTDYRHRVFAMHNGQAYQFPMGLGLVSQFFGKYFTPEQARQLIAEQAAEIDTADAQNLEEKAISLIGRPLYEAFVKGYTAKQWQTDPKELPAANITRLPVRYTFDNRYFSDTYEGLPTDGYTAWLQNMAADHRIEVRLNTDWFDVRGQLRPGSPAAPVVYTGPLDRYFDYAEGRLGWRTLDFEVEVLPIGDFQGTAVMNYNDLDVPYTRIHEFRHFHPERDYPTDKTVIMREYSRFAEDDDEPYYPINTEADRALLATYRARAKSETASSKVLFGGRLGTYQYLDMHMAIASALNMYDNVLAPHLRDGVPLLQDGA
* hit, by the source's call; i = inactive; ? = inconclusive; . = not tested or not shown; + = active, no number.

Fields: FadD28 binding, BioA inh, FBA Mtb inh, TcdB inh, PfHsp40 rescue, BH1578 lux ind, Y pestis TopoI, Mtb UGM inh, GDH-TPI inh
[1] O=C(COC(=O)/C=C/c1ccccc1)NCC1CCCO1 (centres undefined)
  -1.1, ., -1, 2.4, 0.7, 0.2, -9, -1.7, -9
[2] Nc1ccc[n+](Cc2ccccn2)c1
  -2.6, -0.2, 61*, ., 0.1, 0.0, -3, 1.5, 6
[3] O=[N+]([O-])c1ccc(/C=N/NC(=S)Nc2ccccc2F)o1
  -1.3, -0.7, 2, ., 2.5, -0.6, -1, 0.1, 15
[4] CN(C(=O)CCS(=O)(=O)c1ccc2c(c1)oc(=O)n2C)C1CCCCC1
  0.8, 0.6, 1, 0.8, -0.4, -0.3, 7, 1.1, 4
[5] CCOC(=O)C1CCCN(C2=NC(=O)/C(=C/c3ccc(OC)cc3OC)S2)C1 (centres undefined)
  -3.5, 1.3, 0, -0.8, 0.0, i, -9, -0.3, 12
[6] Cc1ccc(C)c(NC(=O)C2CC=CCC2C(=O)O)c1 (centres undefined)
  0.6, -1.5, 13, ., 1.4, 0.9, -2, -1.9, 12
[7] COc1ccc(CCNC(=O)C2CCN(C(=O)c3ccccc3C)CC2)cc1
  0.8, 5.7, 49*, 1.0, ., -0.5, 0, -1.3, 6
[8] CCOc1ccc(N=Nc2c(=O)[nH]n3c(=O)cc(C)[nH]c23)cc1
  3.4, 6.3, -40, ., -3.2, 0.4, -3, -0.5, 13
[9] CC1(C(=O)NS(=O)(=O)c2ccc(Cl)s2)CCN1C(=O)Cc1ccccc1Cl (centres undefined)
  0.9, -0.6, 0, 0.2, ., i, -2, ., 11
[10] COc1ccc(OC)c(NC(=O)CSc2nc3scc(C)c3c(=O)[nH]2)c1
  -0.2, 0.3, 0, 1.4, 0.2, i, 21, -0.8, 0
[11] COc1ccc(N2CC(C(=O)Nc3c4c(nn3-c3ccc(OC)cc3)CS(=O)(=O)C4)CC2=O)cc1 (centres undefined)
  -2.3, 0.0, 4, 0.7, -3.0, -0.4, 4, -2.3, 1
[12] CC(=O)C1=C(O)C(=O)N(c2ccc(Br)cn2)C1c1ccc(F)cc1 (centres undefined)
  -2.0, ., 2, 0.6, -1.7, -0.2, 2, -2.3, 6
[13] O=C(Nc1ccc(OCC(=O)N2CCOCC2)cc1)c1cncc(Br)c1
  -0.9, 0.7, 1, 1.4, 0.0, -0.2, -11, 1.6, 5
[14] COc1ccc(-c2cn(Cc3ccc([N+](=O)[O-])cc3)nn2)cc1
  -1.8, -1.4, 0, 1.0, 1.5, i, 4, 0.8, 0
[15] O=c1[nH]c(Nc2ccc3c(c2)OCCO3)nnc1Cc1ccccc1
  -3.0, ., 2, 0.5, -1.0, -0.4, 2, -4.1, 0
[16] CCOc1cc(N2CCOCC2)c(OCC)cc1NC(=O)C1=NN(c2cccc(C)c2)C(=O)CC1
  -4.1, ., -2, -4.1, -0.7, i, 32, 1.1, -8
[17] CC(C)(CC(=O)O)CC(=O)Nc1ccc2c(c1)ncn2CCc1ccccc1
  -1.8, 1.4, 2, -0.4, -0.2, -18, 1, -1.7, 3
[18] CCc1ccccc1C1=CC(=O)C[C@H](c2ccc(OC)cc2)C1
  -2.8, -1.3, 1, 1.2, 7.1, 5.0, ?, -1.1, -3
[19] C=CC[C@H](CC(=O)NCCO)C(=O)NC[C@H](OC(=O)[C@@H](CC=C)Cc1ccc(F)cc1)c1ccccc1
  -0.4, 0.1, 5, 1.7, -0.3, i, 0, -1.4, 10
[20] O=C(CN1CCOCC1)Nc1nc2ccc([N+](=O)[O-])cc2s1
  -1.5, ., 5, 0.1, -0.4, -3.0, -6, 0.3, 19

More entries:
Fields: FadD28 binding, BioA inh, FBA Mtb inh, TcdB inh, PfHsp40 rescue, BH1578 lux ind, Y pestis TopoI, Mtb UGM inh, GDH-TPI inh
[21] OCCCNc1nc(-c2ccc(Br)cc2)nnc1-c1ccc(Cl)cc1
  -6.3, ., 1, ., 5.6, -0.2, 9, 3.5, 14
[22] Cc1ccc(S(=O)(=O)Cn2nnnc2C(CC(C)C)N2CCN(C(=O)c3ccco3)CC2)cc1 (centres undefined)
  -17, -0.8, -4, ., 0.1, 1.4, 6, 1.7, 3
[23] CC(=O)Nc1ccc(C(=O)N/N=C/C2CC3C=CC2C3)cc1 (centres undefined)
  -1.5, ., 0, -1.2, -1.0, -0.9, -1, 1.6, -5
[24] Cc1csc(NC(=O)C2CCCN2C(=O)OCC(C)C)n1 (centres undefined)
  1.5, -2.3, 2, ., 1.3, -6.2, -6, 0.7, -2
[25] Clc1cccc(N2CCN(c3nnnn3-c3ccccc3)CC2)c1
  -2.5, 7.3, -2, 0.1, 0.0, i, 3, 1.1, 20
[26] N/C(=N\OC(=O)CCCCCN1C(=O)c2ccccc2C1=O)c1ccccc1
  -0.3, -1.9, 1, ., -2.8, -0.3, 9, 2.3, -1
[27] Cc1cc(OCCn2cnc3ccccc3c2=O)cc(C(C)C)c1
  0.0, ., -1, ., 1.1, -0.1, 21, 1.2, 3
[28] Cc1ccc(Cl)c(OCCN2CCc3ccccc3C2)c1
  -1.0, 1.4, -2, -0.2, 1.7, -0.2, 21, -0.8, -5
[29] CCOC(=O)c1sc(NC(=O)c2cccc(S(=O)(=O)N(CC)CC)c2)cc1C
  -2.6, -1.9, -1, ., 0.0, -0.3, -5, -1.0, 3
[30] O=C(NCc1ccccc1)C1CCC(CNc2c(N3CCCCC3)c(=O)c2=O)CC1 (centres undefined)
  0.4, -0.1, 2, 0.9, -0.6, -0.2, 3, 0.0, -12
[31] O=C(Nc1ccc(Br)cc1)c1ccc(N2C(=O)C3CC=CCC3C2=O)cc1 (centres undefined)
  -0.9, ., -1, ., 0.8, -2.6, -1, 1.4, 11
[32] COC(=O)c1ccc(C)c(NC(=O)Cn2cnc3ccccc3c2=O)c1
  -4.2, -0.6, -1, ., 0.1, 0.9, 1, -0.1, 1
[33] CCOC(=O)NC(=O)CSc1nnnn1-c1ccc(C)cc1
  -5.4, -0.4, -8, ., 0.1, -0.3, 1, -2.3, -5
[34] COc1ccc(-c2nc(C#N)c(N3CCC(C(N)=O)CC3)o2)cc1
  -0.2, ., +, ., -0.1, i, -2, -0.9, 16
[35] O=P(Oc1ccc(Cl)cc1)(N1CC1)N1CC1
  -1.9, -1.0, -2, 0.8, -1.6, 2.0, 8, ., -3
[36] O=S1(=O)CC(N2CCCC2)CN1CCc1ccccc1 (centres undefined)
  -2.2, -1.0, 1, 0.9, ., ., ., ., .
[37] Cc1ccccc1C(=O)NCCNC(=O)c1ccccn1
  1.3, -0.2, 3, 0.8, 0.6, -0.9, 4, 0.3, 2
[38] O=C(O)c1ccccc1NS(=O)(=O)c1cccc2nsnc12
  -0.4, 0.8, 1, 1.0, -1.6, i, 4, 0.8, -2
[39] Cc1ccc(OCC(=O)N/N=C/c2c[nH]c3ccccc23)c([N+](=O)[O-])c1
  -2.7, -1.3, 0, ., -0.8, -1.7, 1, -1.4, 18
[40] CCOc1ccc(CNC(=O)CCC(=O)n2nc(C)c3ccccc32)cc1
  -1.4, 0.5, -2, 1.9, -1.2, i, 4, 4.6, 5

Continued, overlapping the part above by 4 compounds.
Fields: FadD28 binding, BioA inh, FBA Mtb inh, TcdB inh, PfHsp40 rescue, BH1578 lux ind, Y pestis TopoI, Mtb UGM inh, GDH-TPI inh
[37] Cc1ccccc1C(=O)NCCNC(=O)c1ccccn1
  1.3, -0.2, 3, 0.8, 0.6, -0.9, 4, 0.3, 2
[38] O=C(O)c1ccccc1NS(=O)(=O)c1cccc2nsnc12
  -0.4, 0.8, 1, 1.0, -1.6, i, 4, 0.8, -2
[39] Cc1ccc(OCC(=O)N/N=C/c2c[nH]c3ccccc23)c([N+](=O)[O-])c1
  -2.7, -1.3, 0, ., -0.8, -1.7, 1, -1.4, 18
[40] CCOc1ccc(CNC(=O)CCC(=O)n2nc(C)c3ccccc32)cc1
  -1.4, 0.5, -2, 1.9, -1.2, i, 4, 4.6, 5
[41] CC(C)c1ccc(/C=C/C(=O)Nc2nncs2)cc1
  -1.2, -1.3, 3, 0.2, 0.7, -0.3, 2, -0.6, 22
[42] Cc1ccc(CNC(=O)Cn2cc(C(F)(F)F)ccc2=O)cc1
  -0.7, ., 0, 1.7, -1.8, i, 3, -2.4, 8
[43] N#Cc1ccccc1Sc1ccccc1C(=O)OCc1nnc(-c2ccccc2)o1
  -5.5, 0.5, 0, ., 0.3, -0.2, 30, 1.9, 5
[44] Cc1ccc(CC(=O)Nc2ccc(S(=O)(=O)N3CCOCC3)cc2)cc1C
  -1.7, 1.0, 5, 0.0, -0.8, -0.3, 5, -0.5, -2
[45] Cc1ccc(NC(=O)CN2C(=O)N/C(=C\c3ccco3)C2=O)cc1
  -0.9, -3.8, -2, 1.2, -1.0, -1.6, -1, 3.6, 34*
[46] CCN(CC)S(=O)(=O)c1ccc(N2CCN(c3ccccc3O)CC2)nc1
  -0.3, 4.9, 1, 0.5, 0.4, 1.4, 7, 1.4, -4
[47] O=C1N(Cc2cccnc2)C[C@@H]2C[C@@H](c3ccccc3C(F)(F)F)N3CCC[C@@]123
  -1.8, -0.1, 1, 2.6, -0.5, -0.4, -2, -0.5, -5
[48] CCNc1ccc(C(=O)OCC(=O)NCc2ccc(C)cc2)cc1[N+](=O)[O-]
  -3.6, -0.4, 0, ., 9.0, i, 6, 1.1, -2
[49] Cc1nn(-c2cc(N3CCOCC3)ccc2N)c(=O)c2ccccc12
  -0.7, ., -3, ., -1.2, -7.1, 8, 1.4, 7
[50] CN(C)S(=O)(=O)c1cccc(C(=O)OCC(=O)c2c(N)n(C)c(=O)n(C)c2=O)c1
  -1.6, -2.1, 8, -0.3, -2.1, i, -3, 0.4, -2
[51] CCc1cccc(C)c1NC(=O)Cn1c(NCCO)nc2ccccc21
  -2.3, ., 0, 0.8, -1.5, -0.5, -2, -1.9, 2
[52] CCOc1ccc(Cl)cc1-c1cc(C(=O)NCCc2ccncc2)[nH]n1
  -4.7, -0.4, 0, -0.1, ., i, 17, ., 6
[53] Cc1cccc(C)c1-n1nnnc1C(c1ccnc2ccccc12)N1CCC2(CC1)C(=O)NCN2c1ccccc1 (centres undefined)
  -2.9, 2.0, 0, 0.3, ., ., ., ., .
[54] CCCN1CCC(NC(=O)C2CC=CCC2C(=O)O)CC1 (centres undefined)
  -2.5, -1.0, 0, -2.1, -1.4, 2.2, 9, -0.2, 6
[55] CCOC(=O)c1c(C)n(CCO)c2ccc(O)cc12
  0.8, ., -1, ., 0.8, i, -9, -2.2, 8
[56] C/C(=N\NC(=O)C1CCCN(S(=O)(=O)c2ccccc2)C1)c1ccncc1 (centres undefined)
  -3.0, ., 2, ., 7.2, 0.7, -4, 1.9, -9
[57] O=C(O)c1nn(-c2ccccc2)ccc1=O
  1.2, -4.5, -3, -1.0, -0.8, -1.2, -5, -0.6, 0
[58] FC(F)(F)c1nc2ccccc2[nH]1
  -2.5, -1.3, 3, -0.1, -1.8, 0.4, -7, -4.3, 2
[59] O=c1ccc(-c2ccc(S(=O)(=O)N3CCCCC3)o2)n[nH]1
  -0.2, -0.6, 2, 1.3, -0.8, i, 3, -0.8, 13
[60] COc1cc(CNCc2c[nH]c3ccccc23)cc(OC)c1
  -2.9, ., 1, 0.6, 1.0, i, -1, -1.5, 2

High-throughput results: PubChem, several laboratories
